High-throughput results from PubChem BioAssay.
Mito fusion yeast – mitochondrial division inhibition or fusion activation; S. cerevisiae fusion-defective mutant growth rescue, CellTiterGlo 48 h; Potency, µM (doses to about 46.1 µM), for the others: at the highest dose growth rescue (activation), hits mostly activators; 320,000 compounds, 0.23% hits;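 note: potency is the fitted concentration of half-maximal effect; % of control where 0% means no effect; nearly all actives have a fitted effect of over 45% in size; temperature-sensitive fusion mutants such as fzo1-1 at 37 °C on non-fermentable ethanol glycerol medium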
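Temperature-sensitive fusion-defective S. cerevisiae (e.g. fzo1-1, mgm1-5) were grown with compound in YPEG medium (3% ethanol, 3% glycerol) for 48 hours at 37C. Growth rescue was measured as viability by CellTiterGlo luminescence after 10 minutes at ambient.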
ELG1 repair inh – inhibitors of ELG1-dependent DNA repair in HEK293T cells; Potency, µM (doses to about 46.1 µM), without a hit: top-dose activity change, negative = inhibition, hits mostly inhibitors; 330,000 compounds, 2.3% hits; HEK293T ELG1-luciferase reporter, luminescence, 16 h; DNA damage induced by 5-fluorouridine; note: potency is the fitted concentration of half-maximal effect; % is set by controls: 0 for no effect and ±100 for the full control effect; nearly all actives have a fitted effect of over 55% in size
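HEK293T cells expressing luciferase-tagged ELG1 (2,000/well) received 5-Fluorouridine plus compound or DMSO for 16 hr at 37 °C. Luciferase was read by ONE-Glo luminescence after 30 min at room temperature.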
TCR act – T cell receptor activation | Potency, µM (titrated, usually from 9.22 µM), for inactives: at the highest dose activation of IL-2 secretion, hits mostly activators | primary human leukocytes, anti-CD3, IL-2 HTRF, 48 h | AID 504894 | 330,000 tested, under 10 active; note: % of control where 0% means no effect
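Primary human leukocytes receive a-CD3 beads and test compound and are incubated 48 hr. Secreted IL-2 is then assayed by HTRF, measuring 665nm acceptor emission after 320nm excitation of the europium donor.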
TSHR antagonist – blocks TSH signaling through the human TSH receptor; activity change, negative = inhibition, % at 11.5 µM; TSHR-expressing cells, TSH-stimulated cAMP HTRF, 2 h; stronger effect = lower value; 330,000 compounds, 0.2% hits;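 active = activity change below a set negative limit, meaning inhibition stronger than a set level, cut at about -70% in these data; inconclusive = activity change between two set negative limits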; note: % is set by controls: 0 for no effect and ±100 for the full control effect
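Competitive HTRF cAMP read-out (cryptate anti-cAMP antibody, cAMP-d2; 30 min, room temperature) in freshly harvested TSHR cells. Compounds added before TSH at EC80 (4nM final), followed by 2 hours' incubation at 37 deg C.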
Chronic BCR inh – inhibitors of chronic active B-cell receptor signaling; Potency, µM (series often up to 46.1 µM), for the others: top-dose ratio change, negative = lower green/red ratio, usual class: inhibitors; 340,000 compounds, 0.05% hits; ABC-DLBCL IkBa-CBG/CBR reporter, luminescence ratio, 4 h; AID 493014; active = well fitted inhibition curve with a large enough effect in the signal ratio, with a control signal flat, not every such curve was filed as active; inconclusive = small, poorly fitted or top-dose-only effect, or effect the other way, or a change in a side signal; the % refers to the signal ratio;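 note: potency is the fitted concentration of half-maximal effect; plate controls were basal doxycycline-induced cells for no effect and cells given 10 µM MG132 for full effect; MG132 reads +100%, hits lower the ratio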
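Compounds up to 46 uM were incubated four hours with TMD8 cells whose green CBG68 luciferase is fused to IkappaBalpha; red CBR luminescence normalised the signal, and concentration-effect curves were fitted to fusion, red and ratio data.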
Eya2 phos inh – blocks the phosphatase activity of human Eya2 | O00167 | recombinant Eya2, OMFP fluorescence dephosphorylation (OMFP is methylfluorescein phosphate) | Potency, µM (highest dose often 76.9 µM), inactives show at the highest dose activity, negative = inhibition, usual class: inhibitors | 330,000 compounds, 0.006% hits | AID 488837; note: potency is the fitted concentration of half-maximal effect; % is set by controls: 0 for no effect and ±100 for the full control effect
Target sequence (O00167 whole entry, looked up): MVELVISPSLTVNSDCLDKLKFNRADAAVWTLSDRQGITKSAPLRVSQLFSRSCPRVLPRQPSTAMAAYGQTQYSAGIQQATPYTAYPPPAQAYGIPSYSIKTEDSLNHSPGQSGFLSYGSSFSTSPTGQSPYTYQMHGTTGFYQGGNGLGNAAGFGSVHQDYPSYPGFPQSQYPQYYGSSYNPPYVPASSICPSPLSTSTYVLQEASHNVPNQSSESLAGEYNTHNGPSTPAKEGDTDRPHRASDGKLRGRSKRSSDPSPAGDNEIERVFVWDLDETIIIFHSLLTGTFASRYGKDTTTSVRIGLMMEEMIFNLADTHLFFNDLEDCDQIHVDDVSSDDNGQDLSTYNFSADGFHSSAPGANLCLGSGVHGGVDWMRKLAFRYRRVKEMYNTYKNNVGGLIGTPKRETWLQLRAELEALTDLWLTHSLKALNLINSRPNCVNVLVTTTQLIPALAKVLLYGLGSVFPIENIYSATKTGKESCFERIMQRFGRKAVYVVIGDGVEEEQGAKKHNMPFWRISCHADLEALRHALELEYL
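Eya2 (0.2 uM) preincubated 10 min at ambient with compound, then OMFP substrate added at 50 uM; 10 min reaction in 50 mM HEPES pH 7.5, 50 mM NaCl, 5 uM MgCl2, 0.05% BSA, 1 mM DTT. Fluorescence read at Ex 485/Em 525 nm.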
PTAP TSG101 blk – blocks PTAP/TSG101 interaction to inhibit HIV-1 budding; Q99816; 340,000 tested, under 10 active; Potency, µM (doses to about 115 µM), without a hit: at the top dose activity change, negative = inhibition, most hits filed as inhibitors; AID 493005; Fluorescence polarization, FITC-PTAP peptide / Tsg101 binding; active = well fitted inhibition curve with a large enough effect in the main read-out, with a control signal flat, not every such curve was filed as active; inconclusive = small, poorly fitted or top-dose-only effect, or effect the other way, or a change in a side signal; inactive = no such curve, though single readings can be large or run the other way; note: potency is the fitted concentration of half-maximal effect; % of control where 0% means no effect
Target sequence (Q99816 whole entry, looked up): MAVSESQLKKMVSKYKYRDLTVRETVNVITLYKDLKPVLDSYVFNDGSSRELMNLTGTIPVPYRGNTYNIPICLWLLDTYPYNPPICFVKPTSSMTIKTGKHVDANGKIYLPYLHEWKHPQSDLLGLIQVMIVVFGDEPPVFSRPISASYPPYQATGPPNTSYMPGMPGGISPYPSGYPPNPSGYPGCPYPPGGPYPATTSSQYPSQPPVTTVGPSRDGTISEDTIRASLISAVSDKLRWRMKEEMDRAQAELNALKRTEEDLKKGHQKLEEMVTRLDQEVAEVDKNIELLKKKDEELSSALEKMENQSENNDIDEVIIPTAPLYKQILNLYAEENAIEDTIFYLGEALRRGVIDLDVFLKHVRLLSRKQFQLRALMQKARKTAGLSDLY
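Compounds were pin-transferred onto Tsg101 binding domain (10 uM final) in HEPES pH 7.5 buffer, then FITC-PTAP peptide was added at 50 nM final. After 20 min at RT, polarization reported peptide displacement across a qHTS concentration series.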
Integrin act MD – activators of alpha7 integrin expression for muscular dystrophy; Potency, µM (titrated, usually from 38.3 µM), for the others: at the highest dose activation, hits mostly activators; 350,000 compounds, 0.064% hits; AID 624291; alpha7betagal myoblasts, beta-gal FDG fluorescence, 48 h;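 note: potency is the fitted concentration of half-maximal effect; 100% = response of the positive control SU9516; nearly all actives have a fitted effect of over 60% in size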
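alpha7betagal+/- myoblasts (passage 13, 250/well) treated 48 h at 37C with compounds at 1:260 dilution of DMSO stock. Lysed, then beta-galactosidase activity read as FDG fluorescence (ex 480/em 540) after 30 min, with pre-read for autofluorescence.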
Tb PFK block – T. brucei PFK enzyme inhibition; O15648; T. brucei PFK, ADP-Glo luminescence; Potency, µM (doses to about 57.5 µM), for the others: top-dose activity, negative = inhibition, hits mostly inhibitors; 330,000 compounds, 0.17% hits;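 note: potency is the fitted concentration of half-maximal effect; 0% = uninhibited 1x PFK enzyme wells and -100% = no-enzyme wells; nearly all actives have a fitted effect of over 60% in size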
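Luminescent ADP detection (ADP-Glo, two-step: ATP depletion then ADP-to-ATP conversion for luciferase) reported PFK activity after 45 min room-temperature reaction of 1.25 nM enzyme with 0.5 mM F6P and 0.1 mM ATP at pH 8.0.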
A-T KAP1 phos – candidate therapy for ataxia-telangiectasia; AID 485349; Potency, µM (titrated, usually from 57.5 µM), for the others: at the top dose activation, usual class: activators; […] A-T fibroblasts, KAP-1 phosphorylation AlphaLISA; neocarzinostatin DNA damage 30 min before lysis; 320,000 compounds, 0.19% hits; note: potency is the fitted concentration of half-maximal effect; % of control where 0% means no effect; nearly all actives have a fitted effect of over 45% in size
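ATM-like activity read as KAP-1 phosphorylation via AlphaLISA donor/acceptor antibody pairs after lysis and 6 hr at 25C. Cells were ATM-null patient fibroblasts ([…], hTERT), dosed 60 min, then exposed to the DSB inducer NCS for 30 min.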
S-ASM inh – inhibitors of human secretory acid sphingomyelinase; P17405; placental ASM, HMU-PC fluorogenic substrate, 60 min; 340,000 compounds, 0.006% hits; Potency, µM (top dose mostly 57.5 µM), for inactives: top-dose activity change, negative = inhibition, most hits filed as inhibitors; note: potency is the fitted concentration of half-maximal effect
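Fluorescence read-out (Ex 386 nm, Em 447 nm) after stopping the reaction at pH 10. Enzyme: ASM from human placenta; substrate HMU-PC0, 9 uM final; 60 min, 37 °C. Compound preincubation 10 min, ambient temperature.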
An asterisk follows results filed as active; u = inconclusive; x = not tested or not shown; [ ] = remark or other dose. Unless noted, calls come from the whole dose curve; as a rule, active = well fitted curve in the direction sought with a large enough effect; inconclusive = small, poorly fitted or top-dose-only effect, or another doubt; inactive = no such curve, though single readings can be large; an effect the other way counts as inactive or inconclusive.

SMILES	Mito fusion yeast	ELG1 repair inh	TCR act	TSHR antagonist	Chronic BCR inh	Eya2 phos inh	PTAP TSG101 blk	Integrin act MD	Tb PFK block	A-T KAP1 phos	S-ASM inh
COc1ccccc1C1N=C(c2ccccc2C)NO1 (stereo not drawn)	-2.6%	u	-5.3%	-1.1	-11.9%	14.6%	-2.2%	-12.6%	1.3%	0.4%	-1.5%
COc1ccc(Cl)cc1NC(=O)c1cc(-c2ccccc2O)n[nH]1	6.31µM*	13.4%	1.0%[46.1 µM]	-6.2	u	4.6%	0.0%	9.0%	-2.0%	3.9%	-1.2%
COc1c(C)cc(S(=O)(=O)NCc2ccccn2)c(C)c1C	1.0%	u	x	-3.8	10.6%	0.1%	2.3%	-0.6%	-1.3%	-6.3%	-2.0%
Cc1nn(C(=O)c2ccc([N+](=O)[O-])cc2)c(C)c1Br	8.9%	-2.2%	10.3%	12.4	3.8%	9.4%	1.5%	34.8%	-4.4%	12.0%	-2.2%
COc1cccc(C(=O)Nc2nc(C)cs2)c1	-4.8%	u	-1.8%	6.8	u	-4.8%	-11.4%	3.6%	8.6%	-2.6%	2.7%
Oc1ccc(Br)cc1/C=N/n1cnc2ccccc21	1.2%	u	0.5%	2.5	u	-10.8%	0.0%	-35.1%	3.2%	3.5%	u
CCNC(=O)Cc1ccc(Br)cc1	-1.8%	-2.3%	3.7%	9.3	15.0%	19.3%	0.2%	3.2%	-15.6%	8.3%	-1.0%
O=C(N/N=C\c1ccc(Cl)s1)c1cccs1	-1.3%	u	8.2%	-0.3	u	-2.4%	-11.7%	-19.1%	2.4%	-0.1%	-2.3%
Nc1nc(Nc2ccc(Cl)cc2)n[nH]1	-2.1%	17.5%	3.7%	14.1	-15.1%	1.4%	-4.9%	15.9%	-8.3%	-18.1%	-0.9%
O=C(Cn1cnc2c(nnn2Cc2ccc(Cl)cc2)c1=O)N1CCN(c2ccccc2)CC1	-1.5%	u	-0.9%	0.4	u	-7.5%	-2.8%	-7.9%	-12.9%	-9.0%	-1.7%
CN(CC(=O)Nc1cccc(F)c1)C(=O)c1ccc2c(c1)CC(c1ccccc1)OC2=O (stereo not drawn)	-4.2%	u	2.5%	-8.3	u	24.0%	-1.0%	-5.6%	-2.8%	-0.7%	-7.9%
Cc1ccc(NC(=O)N2CCc3ccccc3C2)cc1C	0.9%	u	1.3%	-1.6	u	-20.0%	-0.3%	1.6%	1.0%	5.4%	-2.1%
COc1ccc(/C(O)=C/c2nc3ccccc3n(-c3ccccc3)c2=O)cc1	1.9%	17.3%	-0.8%	-7.6	-6.3%	0.7%	u	10.2%	2.5%	0.8%	26.1%
CCCN1CCN(CCCNC(=O)C2CCCN(c3nc4ccc(OCC)cc4s3)C2)CC1 (stereo not drawn)	3.1%	4.6%	-2.1%	1.2	6.6%	-1.1%	-4.4%	-10.0%	-3.7%	-0.2%	-1.6%
Cc1ccnc2nc(C(=O)OCC(=O)NCc3cccc(Cl)c3)nn12	-1.7%	17.8%	8.7%	3.1	5.5%	-2.0%	-7.5%	21.8%	-4.6%	1.2%	-0.6%
CN(C(=O)N1CCN(c2ccccn2)CC1)c1ccccc1	-1.1%	-7.9%	-0.6%	8.9	-0.4%	-0.6%	0.7%	3.8%	1.7%	3.0%	-1.6%
Cc1ccccc1NS(=O)(=O)c1ccc(C(=O)NCC2CCCO2)cc1 (stereo not drawn)	-4.8%	1.2%	-5.3%	14.4	1.0%	24.2%	3.1%	20.4%	13.3%	-7.4%	4.6%
O=c1ccc2cc(S(=O)(=O)N3CCOCC3)ccc2o1	-0.5%	u	-85.6%	26.5	u	3.3%	0.0%	6.0%	-0.1%	-4.2%	0.3%
CCOCCCNC(=O)c1cc(Cl)c(NC(=O)C2=C(C)OCCS2)cc1OC	-7.7%	-20.0%	3.7%	-0.5	2.7%	9.8%	-0.5%	u	2.3%	5.7%	-0.5%
COc1ccccc1CNc1ccc(Br)cn1	-23.4%	u	0.1%	8.0	-0.9%	u	0.9%	-4.1%	-3.2%	u	-2.8%
O=C(CSc1nc2ncc(Cl)cc2[nH]1)N(Cc1ccccc1)C1CCS(=O)(=O)C1 (stereo not drawn)	4.1%	1.8%	-6.3%	4.3	6.9%	-8.7%	-9.4%	-2.3%	-3.9%	2.0%	-4.1%
CCCOCCOC(=O)c1[nH]c2c(c1C)C(=O)CC(c1cc(OC)ccc1OC)C2 (stereo not drawn)	2.2%	u	4.0%[46.1 µM]	-1.4	u	-9.9%	-0.4%	5.1%	-0.1%	-4.9%	-1.9%
Cc1ccc(S(=O)(=O)CCC(=O)OCC(=O)N(C)C2CCS(=O)(=O)C2)cc1 (stereo not drawn)	-5.9%	10.8%	-6.2%	6.5	4.1%	20.0%	-0.7%	0.0%	1.4%	-4.6%	3.1%
C=CCn1c(=O)c2c(C)c(C)sc2n2c(Nc3ccccc3)nnc12	3.2%	u	14.8%	1.6	u	-10.2%	-4.7%	u	3.1%	-0.8%	-8.3%
CCOc1ccc(-c2nnn(CC(=O)NCc3ccc(C)cc3)n2)cc1	-3.8%	8.0%	4.9%	-4.5	1.5%	-0.7%	1.5%	-13.8%	4.5%	0.5%	1.0%
COc1ccc(S(=O)(=O)N2CCSC2)cc1C	0.2%	10.2%	-2.7%[46.1 µM]	-2.8	-18.3%	5.1%	-0.9%	3.1%	4.9%	-4.5%	5.1%
NC(=O)c1cc(NC(=O)CCNS(=O)(=O)c2cccc(C(F)(F)F)c2)cc(C(N)=O)c1	-2.0%	3.4%	2.4%	6.1	1.0%	2.5%	-0.8%	1.6%	0.2%	-6.0%	-1.4%
COc1ccc(Cn2ccnc2SCC(=O)NC2CCCCC2)cc1	0.2%	-3.6%	1.0%	25.6	-6.4%	6.2%	x	-26.9%	-5.9%	0.8%	3.7%
O=C(Nc1ccccc1)c1ccc(=O)n(Cc2ccc(F)c(F)c2)c1	24.3%	-0.9%	2.4%	-5.8	-7.6%	-1.2%	-6.0%	10.7%	-8.1%	-1.2%	-2.3%
COc1cc(OC)cc(C(=O)Nc2ccc(-n3cnnn3)c(C)c2)c1	-0.6%	u	-1.5%	-1.2	u	-1.6%	-6.8%	-15.3%	-1.6%	4.5%	9.1%
Cc1c(/C=N/NC(=O)c2cccs2)c2ccccc2n1Cc1ccccc1Cl	3.0%	0.5%	0.6%	2.0	-0.3%	3.7%	-8.2%	17.3%	5.1%	27.3%	239.5%[activator]
CC(C)(C)OC(=O)N1CCC(c2c(C(=O)NCC3CCN(C4CCCC4)C3)cnn2-c2ccc(F)cc2)CC1 (stereo not drawn)	-19.6%	1.4%	1.4%	0.6	-1.0%	-4.8%	-9.8%	u	-3.5%	-2.2%	2.6%
COc1ccc(NC(=O)C2CCCN(c3ncccn3)C2)cc1 (stereo not drawn)	-4.9%	u	-3.2%	13.1	2.8%	-1.4%	-0.2%	8.3%	-0.2%	-8.7%	1.0%
Cc1ccc(S(=O)c2ccc(C)cc2)cc1	-2.9%	-5.2%	7.4%	-10.6	-5.3%	-2.3%	-0.6%	17.6%	1.0%	5.3%	3.3%
COc1ccc(CNC(=O)C(c2ccncc2)N(C(=O)Cc2cccs2)c2cccc(C)c2)cc1 (stereo not drawn)	-1.4%	-5.3%	6.1%	105.7	-18.6%	1.2%	-17.0%	-25.8%	-7.6%	-2.1%	0.2%
CCCN(CC(=O)Nc1ccccc1C)C(=O)c1ccc2ccccc2n1	8.6%	5.1%	-5.0%	23.9	-4.0%	5.7%	-6.0%	-0.2%	-0.4%	-7.4%	1.3%
